Source: PubChem (several laboratories)
CR mimetic SO: lowers age-related superoxide in aged yeast cells; S. cerevisiae aged cells, superoxide DHE fluorescence; active compounds read low; superoxide response (% of plate mean), % at 10 µM; 330,000 compounds, 0.18% hits; AID 2690;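 active means superoxide response under a set limit, about three screen SD below normal, cut at about 65% in these data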;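 further: yeast aged for seven days with compound at 30 °C before DHE staining; 100% = average MFI of all compound-treated wells on the plate with controls excluded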
EBNA-1 inh: blocks EBNA-1 binding to DNA | EBNA-1 DNA binding, fluorescence polarization | inhibition, % at 14.8 µM | 300,000 compounds, 0.34% hits; in the data active means inhibition above about 28%
GLD-1 TGE inh: GLD-1-TGE RNA interaction inhibition (C. elegans) | inhibition, % at 5.96 µM | 320,000 compounds, 0.44% hits | Q17339 | purified GLD-1 + fluorescein TGE RNA, fluorescence polarization;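 active means percent inhibition above a per-plate cutoff, the plate mean of test compounds plus 3 SD, cut at about 30% in these data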;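 further: 0% = DMSO wells with GLD-1 and probe and 100% = wells lacking GLD-1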
ZTA DNA inh: blocks Epstein-Barr virus ZTA, an EBNA-1 counter-screen; P03206; inhibition, % at 11 µM; 320,000 compounds, 0.15% hits; AID 2234; ZTA-DNA binding, fluorescence polarization; in the data active means inhibition above about 33%
Target sequence (P03206 whole entry, looked up): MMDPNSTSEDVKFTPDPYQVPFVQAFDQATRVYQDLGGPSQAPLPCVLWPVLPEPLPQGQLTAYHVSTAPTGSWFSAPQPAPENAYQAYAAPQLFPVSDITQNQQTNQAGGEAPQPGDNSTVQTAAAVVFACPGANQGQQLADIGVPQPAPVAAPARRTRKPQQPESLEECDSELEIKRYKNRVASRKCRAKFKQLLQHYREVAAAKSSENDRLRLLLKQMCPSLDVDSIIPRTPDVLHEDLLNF
Fam108B counter: Fam108B inhibition, counter-screen for RBBP9 inhibitors | recombinant Fam108B, FP-Rh probe fluorescence polarization | inhibition, % at 9.51 µM | 300,000 compounds, 0.33% hits;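 active means inhibition above the screen mean inhibition plus 3 SD, computed separately per campaign, cut at about 18% in these data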;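 further: inhibitors lower polarization as less probe binds the enzyme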
Efflux pump inh: antifungal efflux pump inhibition, Nile Red retention | S. cerevisiae Candida pump triplex | inhibition, % at 10 µM | 330,000 compounds, 0.44% hits;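 active means plate passing quality check with inhibition over a set limit, or well fluorescence over plate mean plus 4 SD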;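 further: Nile Red retained in pooled yeast measured as flow cytometry median fluorescence; 0% = buffer negative control and 100% = Enniatin B positive control; higher means more Nile Red kept so more efflux inhibition; some compounds called inactive have numbers as strong as hits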
BCLXL inh: blocks human Bcl-xL binding to Bim BH3 peptide; Q07817; GST-Bcl-xL / FITC-Bim BH3 peptide fluorescence polarization; inhibition, % at 10.9 µM; 320,000 compounds, 0.7% hits; AID 2129;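 active means inhibition above the mean of all tested compounds plus 3 SD, cutoff set per campaign, cut at about 30% in these data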;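 further: 0% = DMSO wells and 100% = unlabeled Bim-BH3 peptide competitor; inhibitors lower millipolarization by displacing the labeled peptide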
Target sequence (Q07817 whole entry, looked up): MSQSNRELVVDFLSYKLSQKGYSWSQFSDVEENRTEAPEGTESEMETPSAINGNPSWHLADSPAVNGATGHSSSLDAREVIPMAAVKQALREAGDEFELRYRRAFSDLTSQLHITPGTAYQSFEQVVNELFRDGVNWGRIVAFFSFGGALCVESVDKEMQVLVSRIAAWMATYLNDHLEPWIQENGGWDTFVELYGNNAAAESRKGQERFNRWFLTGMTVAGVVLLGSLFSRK
MEX-5 binding: C. elegans MEX-5 TCR-2 RNA binding activity; Q9XUB2; MEX-5/FITC-TCR2 RNA binding, fluorescence polarization; active compounds read low; activity score (negative = inhibition of binding), % at 10 µM; 300,000 compounds, 0.38% hits; AID 1832;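 active means inhibition past about -25% in most replicates, and total fluorescence under double the plate's negative control median, limit read from the data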;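 further: 0% = DMSO and -100% = 5 µM competing unlabeled TCR2 RNA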
MCL1-BIM inh: MCL1-BIM-BH3 interaction inhibition (human); AID 2057; GST-MCL1 / FITC-Bim-BH3 fluorescence polarization; 320,000 compounds, 0.68% hits; inhibition, % at 10.9 µM;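 active means inhibition above the mean inhibition of all tested compounds plus 3 SD, set per campaign, cut at about 40% in these data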;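 further: 0% = DMSO wells and 100% = unlabeled Bim-BH3 peptide control; higher means more loss of mP so more displacement of Bim peptide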
Target sequence (Q07820 whole entry, looked up): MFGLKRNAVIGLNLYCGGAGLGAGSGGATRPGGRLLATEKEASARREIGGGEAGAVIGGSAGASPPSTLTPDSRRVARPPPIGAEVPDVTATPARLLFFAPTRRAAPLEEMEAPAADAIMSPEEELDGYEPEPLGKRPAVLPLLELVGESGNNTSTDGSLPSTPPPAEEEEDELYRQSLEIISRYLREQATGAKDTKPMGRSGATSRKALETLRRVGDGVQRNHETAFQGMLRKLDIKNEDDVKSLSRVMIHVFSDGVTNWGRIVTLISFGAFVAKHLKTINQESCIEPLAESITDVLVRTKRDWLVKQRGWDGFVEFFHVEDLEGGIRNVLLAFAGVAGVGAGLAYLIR
* hit, by the source's call. An unsorted share of the library; any-hit rate near 2.3%.

Results for CCN(CC)S(=O)(=O)c1ccc2oc(C(=O)N3CCCCCC3)c(C)c2c1 ?
CR mimetic SO: 102; EBNA-1 inh: -1; GLD-1 TGE inh: 0; ZTA DNA inh: -1; Fam108B counter: 3; Efflux pump inh: 0.2; BCLXL inh: 8; MEX-5 binding: -1.2; MCL1-BIM inh: 11

Results for COC(=O)C1CCCCN1C(=O)c1cc(COc2cccc3cnccc23)on1 (stereo not drawn) ?
CR mimetic SO: 93; EBNA-1 inh: -10; GLD-1 TGE inh: 1; ZTA DNA inh: -6; Fam108B counter: 4; Efflux pump inh: 0.0; BCLXL inh: -3; MEX-5 binding: 1.5; MCL1-BIM inh: 2

What do the screens show for `COc1ccc(-c2nc3ccccn3c2/N=C/c2ccc(OC)c(OC)c2)cc1O`?
CR mimetic SO: 93; EBNA-1 inh: -2; GLD-1 TGE inh: 3; ZTA DNA inh: 8; Fam108B counter: -4; Efflux pump inh: 0.4; BCLXL inh: -9; MEX-5 binding: 0.0; MCL1-BIM inh: -15

What do the screens show for `COc1ccc(CN2CCN(CCCc3ccccc3)CC2)c(OC)c1`?
CR mimetic SO: 99; EBNA-1 inh: -2; GLD-1 TGE inh: 8; ZTA DNA inh: -10; Fam108B counter: 6; Efflux pump inh: -0.5; BCLXL inh: 8; MEX-5 binding: -4.1; MCL1-BIM inh: -1

What do the screens show for `CCCC(c1nnnn1C(C)(C)CC)N(CCCO)Cc1cc2cc(C)cc(C)c2[nH]c1=O` (stereo not drawn)?
CR mimetic SO: 109; EBNA-1 inh: 3; GLD-1 TGE inh: 1; ZTA DNA inh: -2; Fam108B counter: 1; Efflux pump inh: 0.0; BCLXL inh: 4; MEX-5 binding: -1.1; MCL1-BIM inh: 4

Results for CCN(CC)c1ccc(C(=O)NNC(=O)CCc2nc3ccccc3c(=O)[nH]2)cc1 ?
CR mimetic SO: 99; EBNA-1 inh: 6; GLD-1 TGE inh: -6; ZTA DNA inh: -15; Fam108B counter: 4; Efflux pump inh: -3.8; BCLXL inh: 3; MEX-5 binding: 3.7; MCL1-BIM inh: 7

How did COc1ccc(OC)c(C(C)NC(C)=O)c1 (stereo not drawn) do in these assays?
CR mimetic SO: 105; EBNA-1 inh: -2; GLD-1 TGE inh: -2; ZTA DNA inh: 0; Fam108B counter: 2; Efflux pump inh: -0.2; BCLXL inh: 5; MEX-5 binding: 0.2; MCL1-BIM inh: 4

How did O=C(CC(C(=O)O)c1cccc(Cl)c1)c1ccccc1 (stereo not drawn) do in these assays?
CR mimetic SO: 112; EBNA-1 inh: -7; GLD-1 TGE inh: 2; ZTA DNA inh: -5; Fam108B counter: 3; Efflux pump inh: 0.1; BCLXL inh: 2; MEX-5 binding: 1.4; MCL1-BIM inh: -2

How did S=c1[nH]nc(-c2cccnc2)n1C1CCCCC1 do in these assays?
CR mimetic SO: 102; EBNA-1 inh: -4; GLD-1 TGE inh: -1; ZTA DNA inh: 1; Fam108B counter: 3; Efflux pump inh: 0.3; BCLXL inh: 3; MEX-5 binding: 3.8; MCL1-BIM inh: -7

Results for Cc1ccc(S(=O)(=O)N2CCN(C(=O)CC(C)n3cncn3)CC2)cc1 (stereo not drawn) ?
CR mimetic SO: 106; EBNA-1 inh: 8; GLD-1 TGE inh: 0; ZTA DNA inh: 2; Fam108B counter: 1; Efflux pump inh: -0.1; BCLXL inh: -6; MEX-5 binding: -0.5; MCL1-BIM inh: -6

What do the screens show for `COc1ccccc1NS(=O)(=O)c1ccc2oc(=S)[nH]c2c1`?
CR mimetic SO: 95; EBNA-1 inh: -1; GLD-1 TGE inh: -2; ZTA DNA inh: -3; Fam108B counter: -3; Efflux pump inh: 0.0; BCLXL inh: -34; MEX-5 binding: -2.6; MCL1-BIM inh: -24

How did CC(C)c1ccc(NC(=O)C2CCCN2S(=O)(=O)c2ccccc2F)cc1 (stereo not drawn) do in these assays?
CR mimetic SO: 88; GLD-1 TGE inh: -1; ZTA DNA inh: -1; Efflux pump inh: 0.8; BCLXL inh: 2; MCL1-BIM inh: 7

Results for CN(C)CCCCOc1ccccc1-c1ccccc1 ?
CR mimetic SO: 108; EBNA-1 inh: -5; GLD-1 TGE inh: -2; ZTA DNA inh: 4; Fam108B counter: 0; Efflux pump inh: 0.1; BCLXL inh: 2; MEX-5 binding: -2.4; MCL1-BIM inh: -2

How did O=C(Nc1ccc([N+](=O)[O-])cc1)c1ccccc1 do in these assays?
CR mimetic SO: 100; EBNA-1 inh: -3; GLD-1 TGE inh: 0; ZTA DNA inh: 0; Fam108B counter: 0; Efflux pump inh: 0.0; BCLXL inh: 3; MEX-5 binding: -0.1; MCL1-BIM inh: 0

How did COc1ccc(C2N(Cc3ccccc3)CC(=O)N2/N=C(\C)c2ccccc2)cc1 (stereo not drawn) do in these assays?
CR mimetic SO: 92; EBNA-1 inh: -1; GLD-1 TGE inh: 3; ZTA DNA inh: -10; Fam108B counter: -3; Efflux pump inh: -0.2; BCLXL inh: 1; MEX-5 binding: -0.8; MCL1-BIM inh: 0

Reprinted from the part before: 2 entries, then new ones.
How did O=C(Nc1ccc([N+](=O)[O-])cc1)c1ccccc1 do in these assays?
CR mimetic SO: 100; EBNA-1 inh: -3; GLD-1 TGE inh: 0; ZTA DNA inh: 0; Fam108B counter: 0; Efflux pump inh: 0.0; BCLXL inh: 3; MEX-5 binding: -0.1; MCL1-BIM inh: 0

How did COc1ccc(C2N(Cc3ccccc3)CC(=O)N2/N=C(\C)c2ccccc2)cc1 (stereo not drawn) do in these assays?
CR mimetic SO: 92; EBNA-1 inh: -1; GLD-1 TGE inh: 3; ZTA DNA inh: -10; Fam108B counter: -3; Efflux pump inh: -0.2; BCLXL inh: 1; MEX-5 binding: -0.8; MCL1-BIM inh: 0

How did O=C(NCc1ccccc1)c1ccc(S(=O)(=O)N2CCCC2)cc1 do in these assays?
CR mimetic SO: 116; EBNA-1 inh: 0; GLD-1 TGE inh: 4; ZTA DNA inh: -5; Fam108B counter: 1; Efflux pump inh: -0.1; BCLXL inh: -3; MEX-5 binding: -0.4; MCL1-BIM inh: -4

How did COC(=O)Cn1c(C)nc2ccccc21 do in these assays?
CR mimetic SO: 105; EBNA-1 inh: 15; GLD-1 TGE inh: 7; ZTA DNA inh: 11; Fam108B counter: 2; Efflux pump inh: -0.1; BCLXL inh: 2; MCL1-BIM inh: -6

How did c1cncc(-c2nc3ccccc3s2)c1 do in these assays?
CR mimetic SO: 100; EBNA-1 inh: -16; GLD-1 TGE inh: 3; ZTA DNA inh: -26; Fam108B counter: 2; Efflux pump inh: 0.0; BCLXL inh: -2; MEX-5 binding: -0.4; MCL1-BIM inh: 6

How did Cc1cc(=O)oc2c(N)c(O)ccc12 do in these assays?
CR mimetic SO: 100; EBNA-1 inh: 17; GLD-1 TGE inh: 0; ZTA DNA inh: 5; Fam108B counter: -2; Efflux pump inh: -0.1; BCLXL inh: 4; MEX-5 binding: -0.7; MCL1-BIM inh: 2

How did O=C(NC1CCCC1)c1cccc(S(=O)(=O)N2CCCC2)c1 do in these assays?
CR mimetic SO: 98; GLD-1 TGE inh: 6; ZTA DNA inh: 4; Efflux pump inh: -0.1; BCLXL inh: 5; MCL1-BIM inh: 4

Results for CC(C)(C)C(=O)NC(C(N)=O)=C(Cl)Cl ?
CR mimetic SO: 108; EBNA-1 inh: 3; GLD-1 TGE inh: -2; ZTA DNA inh: 21; Fam108B counter: -2; Efflux pump inh: 0.0; BCLXL inh: 2; MEX-5 binding: 0.4; MCL1-BIM inh: -6

How did O=C(OCCCc1ccncc1)c1ccc(S(=O)(=O)N2CCOCC2)cc1 do in these assays?
CR mimetic SO: 91; EBNA-1 inh: -7; GLD-1 TGE inh: 3; ZTA DNA inh: -3; Fam108B counter: -1; Efflux pump inh: -0.1; BCLXL inh: 6; MEX-5 binding: -2.3; MCL1-BIM inh: 25

How did O=C(CSC(=S)N1CCOCC1)Nc1nc(=O)c2ccccc2s1 do in these assays?
CR mimetic SO: 91; EBNA-1 inh: 0; GLD-1 TGE inh: -5; ZTA DNA inh: -14; Fam108B counter: 4; Efflux pump inh: 0.0; BCLXL inh: 9; MEX-5 binding: -0.3; MCL1-BIM inh: 16

How did O=C(O)CC(NCc1ccco1)C(=O)Nc1cccc(O)c1 (stereo not drawn) do in these assays?
CR mimetic SO: 89; EBNA-1 inh: 7; GLD-1 TGE inh: -2; ZTA DNA inh: 14; Fam108B counter: 6; Efflux pump inh: 0.0; BCLXL inh: 1; MEX-5 binding: 4.3; MCL1-BIM inh: 0

How did COc1cc(C2Nc3ccccc3C(=O)N2NS(C)(=O)=O)ccc1O (stereo not drawn) do in these assays?
CR mimetic SO: 100; EBNA-1 inh: 2; GLD-1 TGE inh: 1; ZTA DNA inh: 3; Fam108B counter: 3; Efflux pump inh: 0.3; BCLXL inh: -2; MEX-5 binding: 1.2; MCL1-BIM inh: 0

How did CC(C)(C)CC(=O)Nc1nnc(C(F)(F)F)s1 do in these assays?
CR mimetic SO: 95; EBNA-1 inh: -7; GLD-1 TGE inh: 7; ZTA DNA inh: -7; Fam108B counter: 0; Efflux pump inh: 0.0; BCLXL inh: -1; MEX-5 binding: -0.4; MCL1-BIM inh: -3

What do the screens show for `CN(C)CCNC(=O)C1CC(=O)N(c2ccc(F)c(Cl)c2)C1` (stereo not drawn)?
CR mimetic SO: 93; EBNA-1 inh: 3; GLD-1 TGE inh: 0; ZTA DNA inh: -3; Fam108B counter: 0; Efflux pump inh: -0.1; BCLXL inh: 5; MEX-5 binding: 1.1; MCL1-BIM inh: 3

Results for Oc1ccc(/C=N/Nc2cc(N3CCOCC3)nc(N3CCOCC3)n2)cc1O ?
CR mimetic SO: 112; EBNA-1 inh: -2; GLD-1 TGE inh: 3; ZTA DNA inh: 11; Fam108B counter: 6; Efflux pump inh: 0.1; BCLXL inh: 9; MEX-5 binding: -4.7; MCL1-BIM inh: 30

How did CC(C)N1CCN(Cc2nc3ccccc3s2)CC1CCO (stereo not drawn) do in these assays?
CR mimetic SO: 103; EBNA-1 inh: -3; GLD-1 TGE inh: 1; ZTA DNA inh: -4; Fam108B counter: 1; Efflux pump inh: 0.0; BCLXL inh: -2; MEX-5 binding: 0.4; MCL1-BIM inh: -1

What do the screens show for `O=C(Nc1ccc(F)cc1F)c1ccc(-n2cccn2)c([N+](=O)[O-])c1`?
CR mimetic SO: 91; EBNA-1 inh: 0; GLD-1 TGE inh: 6; ZTA DNA inh: -15; Fam108B counter: 0; Efflux pump inh: 0.0; BCLXL inh: 4; MEX-5 binding: 1.8; MCL1-BIM inh: 1

What do the screens show for `CC1CN(c2ncnc3c2c(-c2ccccc2)cn3-c2ccc(F)cc2)CC(C)O1` (stereo not drawn)?
CR mimetic SO: 105; EBNA-1 inh: 0; GLD-1 TGE inh: -6; ZTA DNA inh: -2; Fam108B counter: -7; Efflux pump inh: -0.2; BCLXL inh: 7; MEX-5 binding: 1.8; MCL1-BIM inh: 7

Results for COc1ccccc1C(=O)NC(=O)COC(=O)/C(=C/c1ccccc1)NC(C)=O ?
CR mimetic SO: 98; EBNA-1 inh: 4; GLD-1 TGE inh: 8; ZTA DNA inh: -4; Fam108B counter: 4; Efflux pump inh: 0.2; BCLXL inh: 7; MEX-5 binding: -1.7; MCL1-BIM inh: 3

Results for Cc1ccc2nc(Nc3nc(-c4ccccc4)cc(=O)[nH]3)nc(C)c2c1 ?
CR mimetic SO: 116; EBNA-1 inh: -4; GLD-1 TGE inh: 3; ZTA DNA inh: -6; Fam108B counter: -4; Efflux pump inh: 0.0; BCLXL inh: 7; MEX-5 binding: -4.0; MCL1-BIM inh: 1

What do the screens show for `O=C1C=C(c2cc3ccccc3s2)C[C@@H](c2ccc3c(c2)OCO3)C1`?
CR mimetic SO: 101; GLD-1 TGE inh: 6; ZTA DNA inh: -15; Efflux pump inh: 0.1; BCLXL inh: 3; MCL1-BIM inh: 1
